# Screening results (PubChem BioAssay)
# D2 antagonist – antagonists of human D2 dopamine receptor; P14416; HEK293 TREx D2 cells, calcium flux, dopamine EC80; inhibition, % at 10 µM; 340,000 compounds, 2% hits; AID 485344; in the data active = inhibition above about 30%; note: 0% is about no effect
# Target sequence (P14416 whole entry, looked up): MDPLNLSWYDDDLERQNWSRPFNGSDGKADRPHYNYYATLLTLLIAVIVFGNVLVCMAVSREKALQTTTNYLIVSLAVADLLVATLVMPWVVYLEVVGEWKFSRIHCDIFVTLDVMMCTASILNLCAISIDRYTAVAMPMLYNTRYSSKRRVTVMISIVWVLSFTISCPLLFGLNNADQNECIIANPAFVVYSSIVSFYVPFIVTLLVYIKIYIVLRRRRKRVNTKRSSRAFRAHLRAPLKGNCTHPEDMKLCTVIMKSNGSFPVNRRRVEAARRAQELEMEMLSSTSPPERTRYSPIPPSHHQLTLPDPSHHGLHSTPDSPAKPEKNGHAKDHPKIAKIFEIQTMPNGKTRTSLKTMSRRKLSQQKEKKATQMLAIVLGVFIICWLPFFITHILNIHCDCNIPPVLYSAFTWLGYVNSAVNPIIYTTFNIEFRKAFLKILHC
#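 Inhibition of EC80 dopamine-driven calcium flux, recorded kinetically, defines activity here; cells are a tetracycline-induced HEK293 T-REx line expressing force-coupled D2.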
# GRP78 ERSR act – inducers of ER stress response in human glioma cells. Potency, µM, for the others: at the highest dose activation, actives largely listed as activators. 420,000 compounds, 0.02% hits. U87-MG GRP78 promoter luciferase reporter, 16 h; note: potency is the fitted concentration of half-maximal effect; series mostly up to about 76 µM; % of control where 0% means no effect; nearly all actives have a fitted effect of over 35% in size
#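 Stably transfected U87-MG glioma cells carrying a GRP78-based luciferase sensor; 16 h compound incubation. Luminescence end-point read 10 min after Bright-Glo addition at room temperature.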
# LDHA inh – blocks human lactate dehydrogenase A | P00338 | purified LDHA, NADH/diaphorase-resazurin fluorescence; active compounds read low | activity change, % (values are at about 110 or 230 µM) | 480,000 compounds, 0.15% hits | AID 1347041; in the data active = activity change below about -30%; inconclusive = mostly about -25% to -30%;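 note: plate controls were DMSO wells for no effect and wells without enzyme for full effect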
#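 Remaining NADH was detected by diaphorase (0.133 mg/mL) converting 37 µM resazurin to fluorescent resorufin, read at 0 and 20 minutes. The preceding 5-minute room-temperature reaction used 2 nM LDHA, 0.2 mM sodium pyruvate and 0.06 mM NADH at pH 7.4.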
# ERG Ets-DNA blk – inhibitors of human ERG Ets domain-DNA interaction. fluorescence polarization, His-ERG Ets domain / labelled DNA. Potency, µM (top dose mostly 76.9 µM), for inactives: at the top dose FP activity, negative = inhibition, usual class: inhibitors. 370,000 compounds, 0.028% hits. AID 624246; active = well fitted inhibition curve with a large enough effect in the polarisation, with a control signal flat; inconclusive = small, poorly fitted or top-dose-only effect, or effect the other way, or a change in a side signal; inactive = no such curve, though single readings can be large or run the other way; the % refers to the polarisation;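 note: polarization taken with two DNA probes labelled with fluorescein and Texas red; potency is the fitted concentration of half-maximal effect; % of control where 0% means no effect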
#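 His-tagged ERG Ets domain (1 uM in the protein solution; 300mM KCl, 50mM Tris-HCl, 1mM EDTA, 1mM DTT, pH 7.5) received compound, then a probe mix of 5 nM fluorescein-DNA and 100nM Texas-615-DNA. Fluorescence polarization was read for both dyes.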
# RGS4 inh – blocks human RGS4-accelerated GTP hydrolysis; P49798; Transcreener GDP fluorescence polarization, RGS4-accelerated GTP hydrolysis; Potency, µM (top dose mostly 114 µM), for the others: at the highest dose activity change, negative = inhibition, hits mostly inhibitors; 390,000 compounds, 0.039% hits; AID 504845; note: potency is the fitted concentration of half-maximal effect; % is set by controls: 0 for no effect and ±100 for the full control effect; nearly all actives have a fitted effect of over 75% in size; some results filed as inactive show a strong effect at the top dose
# Target sequence (P49798 whole entry, looked up): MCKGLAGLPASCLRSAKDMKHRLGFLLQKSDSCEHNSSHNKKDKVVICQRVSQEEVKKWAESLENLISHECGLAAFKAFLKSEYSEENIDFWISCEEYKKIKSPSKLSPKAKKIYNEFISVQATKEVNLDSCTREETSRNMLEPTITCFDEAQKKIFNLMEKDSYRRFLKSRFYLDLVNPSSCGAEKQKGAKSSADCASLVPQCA
#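 MLSMR compounds (23 nl, pin-transferred) preincubated 10 min at room temperature with a 500nM (2x) first reagent, then RGS4 at 900nM (2x) plus Transcreener GDP mix added; fluorescence polarization (620/688 nm) read before and after 90 min at 30 °C.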
# D2 ag – activates the human D2 dopamine receptor; HEK293 T-REx D2 cells, calcium flux agonist mode; P14416; AID 485358; 340,000 compounds, 0.53% hits; activation, % at 2 µM;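 active = activation over 3 SD above normal in the single-dose calcium agonist read, cut at about 30% in these data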; note: 0% is about no effect
#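 Agonism scored from kinetic calcium signal (1 read/sec, 180 s) following compound pin transfer, after a 10 s baseline. Cells: HEK293 Trex line expressing inducible D2 receptor coupled to calcium, dye-loaded after overnight culture at 30 C.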
# ALOX12 inh – ALOX12 (human) lipoxygenase inhibition | P18054 | purified 12hLO, xylenol orange hydroperoxide absorbance | Potency, µM (series often up to 108 µM), without a hit: top-dose activity change, negative = inhibition, usual class: inhibitors | 580,000 compounds, 1.1% hits; note: potency is the fitted concentration of half-maximal effect; % is set by controls: 0 for no effect and ±100 for the full control effect
#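 Purified human 12hLO (150 nM final) in 25 mM Hepes, 0.01% Triton X-100, pH 7.0 was preincubated 15 min at room temperature with compound. Then 40 uM arachidonic acid was added, 30 min. Hydroperoxide was read by Fe-XO absorbance ratio 573/405 nm.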
# Vif-APOBEC3F blk – blocks the Vif interaction with APOBEC3F; HeLa A3F-eYFP + Vif (tagged APOBEC3F with the HIV-1 protein that degrades it), YFP fluorescence increase; Potency, µM (titrated, usually from 46.1 µM), without a hit: top-dose activity, negative = active; 390,000 compounds, 0.2% hits; AID 602313; note: potency is the fitted concentration of half-maximal effect; % of control where 0% means no effect; nearly all actives have a fitted effect of over 65% in size
#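 HeLa cells stably expressing A3F-eYFP plus Vif, plated and incubated overnight at 37 deg C, then exposed to compounds overnight at 37 deg C. Blocked degradation read as raised yellow fluorescence (Ex 488/Em 500-530).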
# Vif-A3G inh – blocks the Vif interaction with human APOBEC3G; 410,000 compounds, 0.076% hits; HeLa A3G-eYFP + Vif (tagged APOBEC3G with the HIV-1 protein that degrades it), YFP fluorescence, overnight; AID 602310; Potency, µM (titrated, usually from 46.1 µM), for inactives: top-dose activity, negative = active, usual class: inhibitors;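 note: potency is the fitted concentration of half-maximal effect; % is set by controls: 0 for no effect and ±100 for the full control effect; nearly all actives have a fitted effect of over 60% in size; hits raise eYFP signal because A3G escapes Vif-driven loss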
# Target sequence (Q9HC16 whole entry, looked up): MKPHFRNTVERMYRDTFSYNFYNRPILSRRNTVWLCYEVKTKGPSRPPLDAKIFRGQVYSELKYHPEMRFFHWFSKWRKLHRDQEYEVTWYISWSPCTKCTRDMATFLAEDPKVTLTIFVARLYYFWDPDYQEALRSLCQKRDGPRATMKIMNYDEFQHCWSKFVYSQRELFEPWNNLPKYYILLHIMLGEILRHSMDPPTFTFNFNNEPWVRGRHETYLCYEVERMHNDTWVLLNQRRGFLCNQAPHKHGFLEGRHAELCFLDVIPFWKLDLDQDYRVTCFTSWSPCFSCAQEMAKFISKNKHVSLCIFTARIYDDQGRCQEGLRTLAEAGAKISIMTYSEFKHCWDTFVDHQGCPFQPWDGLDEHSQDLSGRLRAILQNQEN
#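 HeLa cells stably expressing Vif and C-terminally eYFP-tagged A3G, seeded overnight at 37 deg C, then exposed to compound by pintool overnight at 37 deg C. Rise in yellow fluorescence (Ex 488/Em 500-530, Acumen) marks blocked Vif-driven A3G degradation.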
# * = called active by the depositor; ? = inconclusive; / = no result given; & = joins results of further samples; ! = not confirmed by another sample; [ ] = remark or other dose. Unless noted, calls come from the whole dose curve; as a rule, active = well fitted curve in the direction sought with a large enough effect; inconclusive = small, poorly fitted or top-dose-only effect, or another doubt; inactive = no such curve, though single readings can be large; an effect the other way counts as inactive or inconclusive. This is a subset. The share of hits here may be higher or lower than overall.
# The line under a structure holds: D2 antagonist	GRP78 ERSR act	LDHA inh	ERG Ets-DNA blk	RGS4 inh	D2 ag	ALOX12 inh	Vif-APOBEC3F blk	Vif-A3G inh
- Cn1c(=O)c2c(ncn2CCC(=O)N/N=C/c2cccnc2)n(C)c1=O
    13	-1%	0	-8%	-32%	2.6	157%[activator]	-6%	-2%
- CN(C(=O)COC(=O)c1nc(-c2ccccc2)n(-c2ccccc2)n1)C1CCS(=O)(=O)C1 (stereo not drawn)
    -1	-5%	-2	-3%	-2%	-1.2	?	-3%	-5%
- O=C(CSC1=NCCS1)Nc1ccnc2ccccc12
    -9	-5%	-2	/	10%	0.1	15%	0%	0%
- CCOC(=O)N1CCN(Cc2nc(Cc3cccc(F)c3)no2)CC1
    -31	2%	0	4%	-15%	2.3	20%	-9%	-4%
- COc1cccc(NC(=O)c2oc3ccc(S(=O)(=O)N4CCCCCC4)cc3c2C)c1
    /	-2%	-1	11%	4%	-0.4	-16%	-7%	-2%
- COC(=O)C[C@@H]1C[C@H]2c3cc(NC(=O)C4CCC4)ccc3O[C@H]2[C@@H](CO)O1
    /	-5%	0	/	/	/	4%	0%	1%
- COc1ccccc1OCCCn1c(C2CC(=O)N(c3ccc(F)cc3)C2)nc2ccccc21 (stereo not drawn)
    /	/	-4	-3%	-4%	0.8	0%	/	/
- COc1cc(NS(=O)(=O)c2ccc3c(c2)C(C)(C)C(=O)N3C)cc(OC)c1
    8	0%	3	-2%	7%	0.6	81%[activator]	-4%	-4%
- CCNC(=O)NC(=O)C(C)OC(=O)c1oc2ccc(OCC)cc2c1C (stereo not drawn)
    -14	-4%	1	-12%	-17%	0.0	-15%	-4%	0%
- CNC(=O)NC(=O)C(C)N1CCN(C/C=C/c2ccccc2)CC1 (stereo not drawn)
    34*	-3%	0	0%	-17%	30	8%	?	1%
- O=C(NCCC(=O)N1CCN(c2ccccn2)CC1)c1ccc(Br)cc1
    58*	-2%	-5	-4%	-8%	-1.0	-3%	-6%	0%
- CCOc1ccc(CN2CCCC(CO)(Cc3ccc(F)cc3)C2)cc1 (stereo not drawn)
    68*	-1%	2	-4%	-23%	0.5	0%	-6%	0%
- COc1ccc(N(C(=O)Nc2ccc(Cl)cc2)C2=NCCC2)cc1
    20	4%	0	/	-14%	1.8	-12%[57.4 µM]	-3%	-2%
- O=C1C2CC(O)CN2C(=O)N1c1ccccc1 (stereo not drawn)
    2	-3%	-6	1%	-16%	0.1	1%	9%	1%
- CCCCN(CC)CCNC(=O)c1cc2c(-c3ccc(Cl)cc3)nn(C)c2s1
    72*	0%&-12%	1&-2	?	-7%&-23%	44*!	?	-4%	2%&0%
- c1ccc2c(-c3c[nH]c4ccccc34)c3ccccc3nc2c1
    -8	3%	1	4%	-20%	0.6	?	/	-11%
- CN1C(C(=O)Nc2ccc(C(=O)O)cc2)=C(O)c2ccccc2S1(=O)=O
    7	-3%	-8	5%	23%	-0.1	-5%	-5%	-1%
- COC(=O)c1sc(NC(=O)c2oc3ccccc3c2C)nc1C
    -9	5%	-2	8%	14%	0.6	34%[activator]	-3%	-1%
- O=c1c(N2CCCCC2)coc2ccccc12
    7	5%	-10	-2%	-8%	0.3	-46%	-14%	-7%
- Cc1cccc(Cn2c(SCc3ccc(C(=O)NCc4ccccc4F)cc3)nc3ccncc32)c1
    /	1%	-6	5%	10%	0.7	-7%	1%	0%
- Cc1ccc(NC(=O)C2CC(=O)N(Cc3ccccc3)C2)cc1S(=O)(=O)N1CCCCCC1 (stereo not drawn)
    -5	-6%	0	3%	6%	-1.0	-7%	-1%	3%
- CN1/C(=C/C=C/c2n(C)c3cc([N+](=O)[O-])c([N+](=O)[O-])cc3[n+]2C)C(C)(C)c2ccccc21
    /	-9%	10	/	/	/	?	1%	3%
- Cn1nc(C2CC2)cc1NC(=O)C1(C)CCN1C(=O)CCc1ccccc1 (stereo not drawn)
    /	-2%	-8	/	/	/	2%	/	-1%
- O=C1NCCN(Cc2ccc(F)cc2)C1=O
    /	-2%	0	5%	3%	-0.6	-21%	3%	4%
- O=C(NCCN1CCN(C(=O)c2cccc(Br)c2)CC1)C(=O)NCc1ccccc1
    2	-4%	-10	-5%	16%	-0.1	14%	-6%	-5%
- C/C(=N\NC(=O)c1nnn(-c2nonc2N)c1-c1cccs1)c1ccc(C)cc1
    11	-2%	1	18%	-2%	8.1	1%	2%	1%
- O=C(Cc1coc2ccc3ccccc3c12)N1CCc2ccccc21
    0	-2%	0	0%	15%	2.7	0%	-5%	1%
- CCOc1ccc(CCNC(=O)CN2C(=O)NC3(CCCCC3C)C2=O)cc1OCC (stereo not drawn)
    -10	3%	-7	-6%	8%	0.1	-13%	-7%	-3%
- COC(=O)c1c(-c2cccs2)csc1NC(=O)c1cc(OC)c(OC)c(OC)c1
    /	-5%	-7	1%	-53%	0.5	?	2%	5%
- N=c1n(CCN2CCCCC2)c2ccccc2n1CC(=O)c1ccc(Cl)c(Cl)c1
    -5	2%	-9	-4%	-13%	-1.8	2%	?	-22%
- Cc1ccccc1NS(=O)(=O)c1ccc(NC(=O)N2CCCCC2)cc1
    12	-1%	0	3%	9%	-0.2	-11%	2%	1%
- CNC(=O)Cn1c(=O)c2cccn2c2ccc(F)cc21
    /	-3%	1	-5%	-112%	-0.3	-5%	0%	3%
- NC(=O)c1ccccc1N/C=C/C(=O)c1cccs1
    -12	-13%	-7	-2%	-20%	0.0	0%	0%	-1%
- O=C(O)CC/C(=C\c1ccc(N2CCCC2)c([N+](=O)[O-])c1)c1nc2ccccc2s1
    -3	-4%	-5	-13%	-33%	3.4	?	-2%	2%
- COc1cc(CNC(=O)c2cc(-c3cc(Cl)ccc3OC)n[nH]2)cc(OC)c1
    /	-3%	-2	/	/	/	-2%	/	0%
- Cc1ccc(CSc2ncc(Cl)c(C(=O)Nc3sc4c(c3C(N)=O)CCCC4)n2)cc1
    /	-3%	4	0%	-19%	-0.4	-27%	2%	4%
- Cc1ccc(O)c(NC(=O)Cc2ccc3ccccc3c2)c1
    0	-1%	-1	-6%	-6%	1.2	-3%	-8%	-6%
- COc1cccc(/C=C2/SC(=O)N(C)C2=O)c1OCc1ccc(C(=O)O)cc1
    0	0%	-6	-7%	-3%	0.0	5%	-1%	-5%
- Cc1ccc2c(c1)c1ncn(CCC3=CCCCC3)c(=O)c1n2C
    -2	0%	-2	-4%	1%	-0.6	0%	-2%	1%
- Cc1cc(C)c(CN2CCN(C(=O)Cn3cnc(C(=O)Nc4ccc(C)c(C)c4)n3)CC2)c(C)c1
    /	12%	-14	4%	11%	/	?	-23%	-21%
- COc1ccc(CNC(=O)C(C)Sc2ccc(S(=O)(=O)N3CCOCC3)cn2)cc1 (stereo not drawn)
    -8	-3%	-3	0%	-19%	0.2	-12%	1%	0%
- CCc1ccc(OCc2ccc(C(=O)O)o2)cc1
    -2	-13%	0	-1%	-3%	-0.3	-2%	0%	-1%
- Cc1cc(NCCCN2CCOCC2)n2c(nc3ccccc32)c1C#N
    -4	-6%	7	-3%	6%	1.1	0%	-9%	2%
- Cc1ccc(S(=O)(=O)N2CCN(C(=O)c3c(-c4ccccc4)noc3C)CC2)cc1
    -22	0%	-14	4%	14%	-0.2	-16%	-5%	2%
- CNC(=O)C[C@H]1C(=O)N(c2ccc(Br)cc2)C[C@@H]1C
    /	-2%	2	/	/	/	?	7%	0%
- CCC1CCCCN1S(=O)(=O)c1ccc(S(=O)(=O)N(Cc2cccs2)C2CC2)cc1 (stereo not drawn)
    /	-3%	2	-27%	10%	/	11%	-7%	3%
- CCN(CC)CCOC(=O)CCc1cccc2ccccc12
    -3	-5%	-21	8%	10%	1.1	?	2%	-5%
- CC1(c2ccc(Cl)cc2)NC(=O)N(CC(=O)Nc2ccc3c(c2)OCO3)C1=O (stereo not drawn)
    /	-3%	3	/	/	/	?	-3%	-5%
- CSC1=NNC(c2ccc(C(C)(C)C)cc2)=NN1
    24	1%	-3	-3%	2%	0.2	14%	0%	-1%
- Cc1cc(Cl)c(S(=O)(=O)Nc2cccc(O)c2)cc1OCC(N)=O
    5	-3%	0	1%	-1%	-0.2	-10%	-7%	-8%
- O=C(O)c1cc(O)c2c(c1)[C@@H]([C@H]1c3cc(C(=O)O)cc(O)c3C(=O)c3c(O[C@@H]4O[C@H](CO)[C@@H](O)[C@H](O)[C@H]4O)cccc31)c1cccc(O[C@@H]3O[C@H](CO)[C@@H](O)[C@H](O)[C@H]3O)c1C2=O
    /	-6%	-14	-12%	-120%	/	/	4%	1%
- O=[N+]([O-])c1ccc(Cc2cncc(O)c2)cc1
    -3	-5%	0	-5%	-35%	-0.1	0%	-5%	0%
- O=C(Oc1c(Cl)cc(Cl)c2cccnc12)c1ccco1
    3	-3%	11	/	13%	-0.4	7.1µM*	-5%	-16%
- Cc1cc(C)nc(-n2nc(C)cc2NC(=O)CNC(C)c2ccccc2)n1 (stereo not drawn)
    /	-1%	1	-3%	9%	/	16%	/	-3%
- O=[N+]([O-])c1cccc(-c2cn3ccccc3n2)c1
    2	-7%	-2	9%	-27%	0.1	-1%	1%	0%
- CC1CCN(c2ccc(-c3cccc(NS(=O)(=O)c4ccc(Cl)s4)c3)nn2)CC1
    /	0%	7&-4	6%	-15%	-0.7	58%&-38%[activator]	1%	2%
